aSyn yeast rescue = qHTS of alpha-syn Inhibitors: NCGC Sytravon Library Screen | actives 0.02% (n = 94,000) | S. cerevisiae alpha-synuclein toxicity rescue, BacTiter-Glo growth, 24 h | Potency, µM (doses to about 46.1 µM), inactives show at the top dose growth rescue (activation), hits mostly activators; active means well fitted activation curve with a large enough effect; inconclusive means small, poorly fitted or top-dose-only effect; further: 0% is about no effect
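Growth restoration measured by BacTiter-Glo luminescence after 24 hr at 30 deg C; alpha-synuclein yeast, raffinose-pregrown to mid-log, were added at OD600=0.02 in galactose medium onto pinned compounds.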
The depositor's hits bear a star; u = inconclusive; & = joins results of further samples; [ ] = another dose, or the depositor's remark. Potency means the concentration at half of the fitted maximal effect. An excerpt; rates above refer to the full screens.

SMILES	aSyn yeast rescue
COc1ccc(C(=O)Nc2nc(CC(=O)NCc3c(F)cccc3F)cs2)cc1	0%
COCCNC(=O)c1ccccc1NC(=O)c1nsc2ccccc12	-15%
Cc1cccc(CCn2c(=O)c3ccccc3n(Cc3ccccc3C)c2=O)c1	2%
O=C(O)c1ccc(Nc2ncnc3scc(-c4ccccc4)c23)cc1	2%
CCOc1ccccc1NC(=O)Cn1nc(-c2ccco2)ccc1=O	15%
COc1ccc2nc3ccccc3nc2c1NC(=O)c1ccccc1Cl	-8%
COc1ccc(CNC(=O)C2CCN(S(=O)(=O)c3ccc4nc5c(c(C(=O)O)c4c3)CCCC5)CC2)cc1	-5%&2%
COc1ccc([C@H]2CN(c3ccccc3)C(=O)[C@@H]2CC(=O)Nc2ccccc2)cc1	-1%
CCOc1ccc(CCNC(=O)COC(=O)Cc2ccc(F)cc2)cc1OCC	-1%
CCOc1ccc(NC(=O)c2cccc(NC3=NC4CS(=O)(=O)CC4S3)c2)cc1 (stereo not given)	3%
OCc1nc2ccccc2n1Cc1c(F)cccc1Cl	2%
COc1ccc(CCNC(=O)NCc2noc3ccccc23)c(OC)c1	-3%
O=C(CN1C(=O)c2cccnc2Oc2ccc(Cl)cc21)Nc1ccc(F)cc1	-11%
Oc1ccccc1OCCOc1ccccc1OCCOc1ccccc1O	3%
Cc1cc(/C=C(\C#N)C(=O)Nc2ccc(Cl)cc2)c(C)n1-c1ccc(N2CCOCC2)c([N+](=O)[O-])c1	11%
CCC(C(=O)N1CCN(c2ccccc2)CC1)n1c(C)c2cnn(-c3ccccc3)c(=O)c2c1C (stereo not given)	23%
O=S(=O)(Nc1ccccc1N1CCCC1)c1ccccc1C(F)(F)F	17%
CN(C)S(=O)(=O)c1ccc(C(=O)Nc2c(C(=O)Nc3ccc(F)cc3)oc3ccccc23)cc1	4%
CC(CC(=O)O)n1nnc2ccccc21 (stereo not given)	-6%
CCOc1ccc(OCC)c(NC(=O)c2cc(C)nc3c2c(C)nn3-c2cccc(Cl)c2C)c1	5%
O=C1CCCN1c1ccc([N+](=O)[O-])cc1	0%
O=C(Oc1ccc[nH]c1=O)C1CC1	-6%
Cc1ccc(-n2nnnc2-c2ccccc2Br)cc1	7%
COc1ccccc1C(=O)Nc1ccc2nc(SCC(=O)N(C)c3ccccc3)sc2c1	0%
COc1cc(OC)c(NC(=O)CCc2c(C)nc3ncnn3c2C)cc1Cl	-11%
CC(Oc1cc(F)ccc1[N+](=O)[O-])C(=O)Nc1ccc(S(=O)(=O)N2CCCC2)cc1 (stereo not given)	u
CCc1nn(CC(=O)NC(C)CCc2ccccc2)c(=O)c2cc3c(OC)cccc3n12 (stereo not given)	-8%
Cc1ccc(S(=O)(=O)N2CCCCC2)cc1C(=O)OC(C)C(=O)NCC1CCCCC1 (stereo not given)	-8%
COc1ccc(N2C(=O)C(Cl)=C(Nc3ccc(OC)cc3OC)C2=O)cc1	6%
O=C(CSc1nc2ccc([N+](=O)[O-])cc2[nH]1)NC1CCCCCC1	0%

Entries shown so far that contain sulfur:
SMILES	aSyn yeast rescue
COc1ccc(C(=O)Nc2nc(CC(=O)NCc3c(F)cccc3F)cs2)cc1	0%
COCCNC(=O)c1ccccc1NC(=O)c1nsc2ccccc12	-15%
O=C(O)c1ccc(Nc2ncnc3scc(-c4ccccc4)c23)cc1	2%
COc1ccc(CNC(=O)C2CCN(S(=O)(=O)c3ccc4nc5c(c(C(=O)O)c4c3)CCCC5)CC2)cc1	-5%&2%
CCOc1ccc(NC(=O)c2cccc(NC3=NC4CS(=O)(=O)CC4S3)c2)cc1 (stereo not given)	3%
O=S(=O)(Nc1ccccc1N1CCCC1)c1ccccc1C(F)(F)F	17%
CN(C)S(=O)(=O)c1ccc(C(=O)Nc2c(C(=O)Nc3ccc(F)cc3)oc3ccccc23)cc1	4%
COc1ccccc1C(=O)Nc1ccc2nc(SCC(=O)N(C)c3ccccc3)sc2c1	0%
CC(Oc1cc(F)ccc1[N+](=O)[O-])C(=O)Nc1ccc(S(=O)(=O)N2CCCC2)cc1 (stereo not given)	u
Cc1ccc(S(=O)(=O)N2CCCCC2)cc1C(=O)OC(C)C(=O)NCC1CCCCC1 (stereo not given)	-8%
O=C(CSc1nc2ccc([N+](=O)[O-])cc2[nH]1)NC1CCCCCC1	0%

Continuation:
SMILES	aSyn yeast rescue
Cc1cc(S(=O)(=O)C(CNC(=O)COc2ccc(Cl)cc2)c2cccs2)ccc1F (stereo not given)	3%
OCC[C@@H]1C[C@H](O)[C@@H](O)[C@@]2(OCc3cc(C(F)(F)F)ccc32)O1	-3%
COc1ccc(CSc2nc3ccncc3n2Cc2nc(-c3ccc(OC)c(OC)c3)oc2C)cc1	-5%
O=C(COc1ccccc1[N+](=O)[O-])Nc1ccc(-c2nc3ccccc3s2)cc1	4%
COc1ccc(-n2nc(C(=O)Nc3ccccc3OC)c3c4ccccc4n(C)c3c2=O)cc1Cl	-12%
O=C(c1cccc([N+](=O)[O-])c1)N1CCN(c2ccc(Nc3ccccc3)nn2)CC1	1%
O=C(Nc1cc(F)ccc1F)c1ccc(-n2cncn2)c([N+](=O)[O-])c1	-51%[inhibitor]
COc1cc(NC(=O)C2CCCN2C(=O)C2CCC(C)CC2)cc(OC)c1OC (stereo not given)	-10%
COc1ccc(NC(=O)CCSc2nc(-c3ccco3)cc(C(F)(F)F)n2)cc1	5%
CCCCN(C)C(=O)CSc1c2c(nc3ccc(Cl)cc13)CCCC2	u
Cc1cc(C)cc(Oc2c(C(F)(F)F)oc3cc(OCC(=O)NC4CCCCC4)ccc3c2=O)c1	-2%
CCC(OC(=O)CNS(=O)(=O)c1ccccc1)C(=O)c1ccccc1 (stereo not given)	-1%
S=C(NCc1ccncc1)NC1CCCC1	2%
O=C(COc1ccccc1Cl)NCC(c1cccs1)N1CCOCC1 (stereo not given)	6%
O=C(O)Cc1ccc2oc(-c3cccnc3)nc2c1	0%
Cc1ccc(S(=O)Cc2ccc(C(=O)NCc3ccc(OC(C)C)cc3)o2)cc1 (stereo not given)	3%
C=CCn1c(C)csc1=Nc1ccc(C(C)=O)cc1	-1%
Cc1c(C(=O)N2CCCCCC2)c(S(=O)(=O)Nc2cccc(C#N)c2)c(C)n1C	-4%
Cc1cccc(Cn2c(C)c(CNC3CCCCCC3)c(C(=O)O)c2C)c1	8%
COc1ccc(S(=O)(=O)Nc2c(C)nc3nc[nH]n3c2=O)cc1	6%&4%
CCCC(C(=O)NCCc1ccc(S(N)(=O)=O)cc1)c1ccccc1 (stereo not given)	6%
OCc1ccccc1CN1CCCCCC1	4%
COc1cc(C)ccc1OCCCn1c(-c2ccc(Cl)cc2)nc2ccccc2c1=O	-11%
Cc1ccc(C(=O)COC(=O)CCC(=O)Nc2ccc(Oc3ccccc3)cc2)cc1C	0%
CC(=O)Nc1nc(C)c(-c2csc(Nc3ccccn3)n2)s1	11%
O=c1c2cc(Cl)ccc2nc(-c2ccccc2Cl)n1O	9%
N=c1c2ccccc2nnn1-c1ccc(C(F)(F)F)cc1	3%
CCOc1ccc(NC(=O)Cn2cc(C(=O)C3CC3)c3ccccc32)cc1	-4%
C#CC1(N2CCCCC2)CCCCC1	3%
NC(=O)c1cccc2c1C(=O)N(C1CCCCC1)C2	8%
CCCOc1ccc(CNC(=O)c2cc3ccccn3n2)cc1	-4%
O=C(NC1CCCC1)C(c1ccc(N2CCOCC2)cc1)N(C(=O)c1ccco1)c1ccccc1F (stereo not given)	-1%
O=C(NNC(=O)C1CCCC1)c1ccc(F)cc1	3%
Fc1ccc(C2c3[nH]c4ccccc4c3CCN2CCCn2cccn2)cc1 (stereo not given)	-4%
CC1(C)NC(C(=O)O)Cc2c1[nH]c1ccccc21 (stereo not given)	-11%
COc1ccc(S(=O)(=O)Nc2ccc3c(c2)N(C(C)=O)CCC3)cc1F	0%
CCCCN(C(=O)c1cnc2n(c1=O)CCS2)c1ccccc1	-2%
COc1ccccc1C#CC1=CC(=O)CC(C)(C)C1	-1%
O=C(CCn1c(=O)c2cccn2c2cccnc21)NCc1ccc(F)cc1	-3%
CCc1ccccc1S(=O)(=O)Cc1ccc(C(=O)NCCc2ccc(C)cc2)o1	-5%
Cc1nnc(SCC(=O)Nc2ccc(Br)cc2)[nH]c1=O	-13%
Cc1cccc(OCc2nnc(SCC(=O)N3c4ccccc4CCc4ccccc43)o2)c1	9%
Cc1nc2c(c(C)nn2-c2ccccc2)c(C)c1CCC(=O)Nc1ccccc1	-10%
CCOc1cc(C(=O)OCc2cccc(OC)c2OC)ccc1OCC(=O)N1CCOCC1	-5%
Cc1ccc(S(=O)(=O)c2nnn3c2nc(N2CCC(C(N)=O)CC2)c2cc(Cl)ccc23)cc1C	3%
Nc1nc(NCC2CCCO2)nc(Nc2cccc(Cl)c2)c1[N+](=O)[O-] (stereo not given)	12%
CCCn1ccc2c(OCC(=O)Nc3ccccc3OCC)cccc2c1=O	5%
CC(=O)Nc1ccc(N2C(=O)c3cccc4c(O)ccc(c34)C2=O)cc1	11%
COc1ccccc1CNC(=O)CN1C(=O)c2ccc([N+](=O)[O-])cc2C1=O	4%
Cc1ccc(SCC(=O)Nc2nnc(-c3ccco3)o2)cc1	-5%
(cont.)
SMILES	aSyn yeast rescue
O=C(OCc1cc(=O)n2nc(-c3cccs3)sc2n1)c1ccccc1Br	-4%
COCCCNc1oc(-c2ccc(COc3ccccc3C)o2)nc1C#N	4%
C=CCSc1ncnc2c1oc1nc3c(cc12)COC(C)(C)C3	-4%
CCc1ccccc1NC(=O)c1cc2nc(-c3ccc(Br)cc3)cc(C(F)(F)F)n2n1	1%
COC(=O)c1ccccc1NC(=O)CCC(=O)N1CC(C)Sc2ccccc21 (stereo not given)	29%
CCC(Sc1nnc(C)n2c1cc1occc12)C(=O)Nc1ccccc1F (stereo not given)	u
COC(=O)c1ccc(NC(=O)c2ccc[n+]([O-])c2)cc1	9%
CCc1ccccc1NC(=O)CN(c1cccc(C)c1C)S(C)(=O)=O	0%
CCOc1ccc(N2CC(c3nc4ccccc4n3CCC3CCCCC3)CC2=O)cc1 (stereo not given)	20%
COc1cc(NC(=O)CCNC(=O)Cn2cnc3ccccc3c2=O)cc(OC)c1OC	-7%
C=Cc1ccc(Cn2c(C)c(CNCc3cccc(Br)c3)c(C(=O)O)c2C)cc1	7%
C[C@@H]1CN([C@H](C)CO)C(=O)c2cc(Br)cnc2O[C@H]1CN(C)Cc1cccnc1	-2%
COc1cc(Nc2nc3ccc(Cl)cc3nc2-n2nc(C)cc2C)cc(OC)c1	-5%
Cc1cc(Cl)ccc1OC(C)C(=O)Nc1cccc(S(=O)(=O)N2CCOCC2)c1 (stereo not given)	7%
c1ccc(C2CC(c3ccccc3)n3c(nc4ccccc43)N2)cc1 (stereo not given)	-19%
CCCCN(CC)CCCNC(=O)c1nn(C)c2c1CS(=O)(=O)c1ccccc1-2	-3%
Cc1nn(CC(=O)NCCc2ccccc2Cl)c(=O)c2nn(-c3ccccc3)c(C)c12	-2%
CC(=O)Nc1cc(C(=O)NCc2ccc(F)cc2)ccc1Sc1ccc(F)cc1	1%
CCOc1cc(/C=N/Nc2ccc(S(=O)(=O)Nc3ccccc3C(=O)O)cc2[N+](=O)[O-])cc(Cl)c1O	7%
O=C(NCc1cccnc1)c1ccccc1-c1ccccc1	5%

Another view of part of the listing above.
Cc1ccc(S(=O)Cc2ccc(C(=O)NCc3ccc(OC(C)C)cc3)o2)cc1 (stereo not given)
  aSyn yeast rescue: 3%

C=CCn1c(C)csc1=Nc1ccc(C(C)=O)cc1
  aSyn yeast rescue: -1%

Cc1c(C(=O)N2CCCCCC2)c(S(=O)(=O)Nc2cccc(C#N)c2)c(C)n1C
  aSyn yeast rescue: -4%

Later entries:
SMILES	aSyn yeast rescue
C=CCN(Cc1nc(-c2ccccc2)no1)C(=O)c1ccco1	7%
COc1ccc(NC(=O)CC2C(=O)N(c3ccccc3)C(=O)N2CCc2sccc2C)cc1 (stereo not given)	7%
COc1ccc(Br)cc1CNC(=O)c1cc(=O)[nH]c2ccc(S(=O)(=O)N3CCCCC3C)cc12 (stereo not given)	-2%
O=S(=O)(Nc1nc2n(n1)C(c1ccc(F)cc1)C=C(c1ccccc1)N2)c1ccccc1 (stereo not given)	-5%
O=C(CCCN1C(=O)/C(=C\c2cccc(Br)c2)SC1=S)Nc1ccc(C(=O)O)cc1	5%
O=C1CC(c2nc3ccccc3n2CCC2CCCCC2)CN1c1ccccc1Cl (stereo not given)	-8%
CCOC(=O)C1CCC(CN(Cc2ccc(Cl)cc2)S(=O)(=O)c2ccc(F)c(C(=O)Nc3cccc(F)c3)c2)CC1 (stereo not given)	0%
COc1cc(OC)c(N(C)C(=O)c2c(C)oc3ncnc(N4CCCCC4)c23)cc1Cl	-10%
COc1ccc(-c2csc3ncnc(Nc4cc(OC)cc(OC)c4)c23)cc1	0%
CCOCc1ccccc1Nc1ncnc2onc(-c3ccc(Cl)cc3)c12	1%
CN(C)CCNC(=O)C(=O)NCC1OCCN1S(=O)(=O)c1ccc2c(c1)OCCO2 (stereo not given)	0%
Cc1cc(C)c(S(=O)(=O)Nc2ccc(-c3ccc(N4CCCCCC4)nn3)cc2)cc1C	9%
Cc1cc(NC(=O)CCC(=O)N(Cc2ccco2)C2(C(=O)NC3CCCCC3)CCCCC2)no1	-8%
Cc1ccc(S(C)(=O)=NS(=O)(=O)c2cccc3nsnc23)cc1 (stereo not given)	-5%
